# Screening results deposited in PubChem by Icahn School of Medicine at Mount Sinai.
# ROC1-CUL1 inh: inhibitors of human ROC1-CUL1 ubiquitin ligase activity. AID 1347404, 2020. inhibition, % at 10 µM. in vitro K48 di-Ub FRET, acceptor:donor ratio, 45 min. actives 0.6% (n = 140,000); in the data active means inhibition above about 25%
# Target sequence (P62877 whole entry, looked up): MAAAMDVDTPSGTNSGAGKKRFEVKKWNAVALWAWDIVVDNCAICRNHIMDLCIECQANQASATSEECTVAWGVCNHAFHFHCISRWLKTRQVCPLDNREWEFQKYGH
# Target sequence (Q13616 whole entry, looked up): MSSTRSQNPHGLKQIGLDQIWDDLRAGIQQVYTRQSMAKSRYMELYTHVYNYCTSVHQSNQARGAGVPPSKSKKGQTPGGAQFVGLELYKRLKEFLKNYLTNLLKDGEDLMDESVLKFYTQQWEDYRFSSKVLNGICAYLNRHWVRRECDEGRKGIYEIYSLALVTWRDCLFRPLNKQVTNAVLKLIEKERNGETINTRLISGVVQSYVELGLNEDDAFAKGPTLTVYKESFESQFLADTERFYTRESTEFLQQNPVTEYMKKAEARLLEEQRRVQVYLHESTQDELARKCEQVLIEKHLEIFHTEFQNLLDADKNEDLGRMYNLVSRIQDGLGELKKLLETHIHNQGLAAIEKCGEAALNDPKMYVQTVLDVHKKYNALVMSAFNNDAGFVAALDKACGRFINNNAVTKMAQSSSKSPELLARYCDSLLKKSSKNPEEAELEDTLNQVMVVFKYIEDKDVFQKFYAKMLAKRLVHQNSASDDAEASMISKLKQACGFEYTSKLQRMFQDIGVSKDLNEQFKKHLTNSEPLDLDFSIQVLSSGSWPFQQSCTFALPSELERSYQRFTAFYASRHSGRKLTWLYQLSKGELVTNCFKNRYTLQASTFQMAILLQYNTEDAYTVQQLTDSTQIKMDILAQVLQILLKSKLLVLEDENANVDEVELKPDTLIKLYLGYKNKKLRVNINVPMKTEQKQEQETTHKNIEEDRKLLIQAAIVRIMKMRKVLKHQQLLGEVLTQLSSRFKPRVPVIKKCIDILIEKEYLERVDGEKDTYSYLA
# Active calls of the source: *. Some of the compounds tested; the hit share may differ from the screen's.
# Preview:
SMILES,ROC1-CUL1 inh
COC(=O)COc1ccc(Oc2nc(NC(C)(C)C)nc(N(C)C)n2)nn1,-3
CCOC(=O)C1(Cc2ccc(OC)cc2)CCN(C(=O)c2ccc[n+]([O-])c2)CC1,0
CCc1ccc(OC)c(S(=O)(=O)NC2CCCC2)c1,-2
CCN1C(=O)c2ccccc2S(=O)(=O)c2ccc(C(=O)NCc3ccc(C)cc3)cc21,-3
COc1ccc(-c2cc(-c3ccc(C)cc3)nc3sc(C(=O)Nc4ccc(C)cc4C)c(N)c23)cc1OC,8
CCOC(=O)c1cccc(NC(=O)CC)c1,1
Brc1ccc(-c2nnc3n2C2(CCCC2)Cc2ccccc2-3)o1,0
O=C(Nc1cccc(Cl)c1)c1cc2nc(-c3ccc4c(c3)OCO4)cc(C(F)(F)F)n2n1,-2
CCOC(=O)C(Cc1ccccc1)NC(=O)CCc1c(C)nc2nc(C)nn2c1C (configuration not stated),-6
Cc1cc2ccccc2nc1Br,-4
CCOc1ccc(CCNC(c2cccc(Cl)c2)c2nnc(-c3ccccc3)o2)cc1OCC (configuration not stated),2
COc1ccc(C2C(C#N)C(=N)C(C#N)(C#N)C3=CCSCC32)cc1 (configuration not stated),6
CCN(CC)c1ccc(/C=N/NC(=O)c2ccc3nc[nH]c3c2)c(O)c1,13
CN(C)CCOc1cccc(CN(Cc2ccccn2)C(=O)c2ccco2)c1,-1
Cn1ccnc1SCc1cn2ccccc2n1,-6
O=C(O)c1ccccc1C(=O)N1CCN(c2ccccc2Cl)CC1,3
COCCN1C(=O)c2[nH]nc(-c3c(C)cc(C)cc3O)c2C1c1cccc(O)c1 (configuration not stated),-3
COC(=O)C(NC(C)=O)(Nc1ccc(Cl)cn1)C(F)(F)F (configuration not stated),4

# This part in full, repeating the preview:
SMILES,ROC1-CUL1 inh
COC(=O)COc1ccc(Oc2nc(NC(C)(C)C)nc(N(C)C)n2)nn1,-3
CCOC(=O)C1(Cc2ccc(OC)cc2)CCN(C(=O)c2ccc[n+]([O-])c2)CC1,0
CCc1ccc(OC)c(S(=O)(=O)NC2CCCC2)c1,-2
CCN1C(=O)c2ccccc2S(=O)(=O)c2ccc(C(=O)NCc3ccc(C)cc3)cc21,-3
COc1ccc(-c2cc(-c3ccc(C)cc3)nc3sc(C(=O)Nc4ccc(C)cc4C)c(N)c23)cc1OC,8
CCOC(=O)c1cccc(NC(=O)CC)c1,1
Brc1ccc(-c2nnc3n2C2(CCCC2)Cc2ccccc2-3)o1,0
O=C(Nc1cccc(Cl)c1)c1cc2nc(-c3ccc4c(c3)OCO4)cc(C(F)(F)F)n2n1,-2
CCOC(=O)C(Cc1ccccc1)NC(=O)CCc1c(C)nc2nc(C)nn2c1C (configuration not stated),-6
Cc1cc2ccccc2nc1Br,-4
CCOc1ccc(CCNC(c2cccc(Cl)c2)c2nnc(-c3ccccc3)o2)cc1OCC (configuration not stated),2
COc1ccc(C2C(C#N)C(=N)C(C#N)(C#N)C3=CCSCC32)cc1 (configuration not stated),6
CCN(CC)c1ccc(/C=N/NC(=O)c2ccc3nc[nH]c3c2)c(O)c1,13
CN(C)CCOc1cccc(CN(Cc2ccccn2)C(=O)c2ccco2)c1,-1
Cn1ccnc1SCc1cn2ccccc2n1,-6
O=C(O)c1ccccc1C(=O)N1CCN(c2ccccc2Cl)CC1,3
COCCN1C(=O)c2[nH]nc(-c3c(C)cc(C)cc3O)c2C1c1cccc(O)c1 (configuration not stated),-3
COC(=O)C(NC(C)=O)(Nc1ccc(Cl)cn1)C(F)(F)F (configuration not stated),4
O=C(Nc1nc2c(F)cccc2s1)c1ccc(S(=O)(=O)N2CCCc3ccccc32)cc1,7
CC(C)(C)NCC(O)COc1c(Br)ccc2c1sc1nc3n(c(=O)c12)CCCCC3 (configuration not stated),6
O=S(=O)(NCCc1nnc2ccc(SCc3c(F)cccc3Cl)nn12)c1ccccc1,5
Cn1c(=O)c2ccccc2n2nnnc12,10
Cc1cnc(C)c(-c2cccc(-c3ccn(Cc4cccnc4)n3)c2)n1,9
CCN(CC)S(=O)(=O)c1cc(F)ccc1OC,-6
O=C1C(=O)N(c2nccs2)C(c2ccc(Cl)cc2)C1C(=O)c1ccccc1 (configuration not stated),64*
Cc1cccnc1CN(C)C(=O)CC(c1ccccc1)c1ccccc1F (configuration not stated),-9
COc1ccc(CCn2c(-c3ccccc3)c(-c3ccccc3)sc2=NC(=O)c2ccccc2)cc1OC,-3
O=C(COc1ccc2ccccc2c1Br)Nc1nccs1,0
COc1ccc(-c2cc3nc(C)c(CCC(=O)Nc4ccc(F)cc4F)c(C)n3n2)c(OC)c1,-15
CCCNC(=O)C1CCN(C(=O)c2ccccc2F)CC1,2
COC(=O)c1cccc(-n2c(C)cc(/C=C3\C(=O)NC(=S)N(C)C3=O)c2C)c1C,13
COc1ccc(/C=C/C(=O)NCC2CCC3(CCN(CCCc4ccccc4)CC3)O2)cc1OC (configuration not stated),-7
Cc1ccc(C2OC3(C(=O)c4ccccc4C3=O)C3C(=O)N(c4ccc(F)cc4F)C(=O)C23)cc1 (configuration not stated),-4
Cc1ccc(NC(=O)Cn2nc(-c3ccc(Cl)cc3)c3ccccc3c2=O)cc1,5
O=c1[nH]c2ccc(NCc3cccc(Cl)c3Cl)cc2[nH]1,0
COCc1c(Br)c(C)nc2sc3c(=O)n(-c4cccc(Br)c4)nnc3c12,0
O=C1NC(=O)N(c2ccccc2)C(=O)C1C=Nc1cc(Cl)ccc1O (configuration not stated),-1
O=c1c2c3c(sc2n2c(SCc4ccc(Cl)c(Cl)c4)nnc2n1Cc1ccccc1)CCCC3,-10
O=C(Nc1ccc2c(c1)OCO2)c1cc(-c2cccc(Cl)c2)on1,4
Cc1c(C(=O)NC2CC(C)(C)NC(C)(C)C2)oc2ccccc12,-12
CCCCC1=NN(C(=O)CCc2ccccc2)C(O)(C(F)(F)F)C1 (configuration not stated),3
CC#CC1C2(C)C3(Br)C(CC)C1(C)S(=O)(=O)C23C (configuration not stated),0
N/C(=N/OC(=O)CC(NC(=O)C(F)(F)F)c1ccccc1)c1nonc1N (configuration not stated),3
Cc1ccc(CNc2nc3ccc(C)cc3n3nnnc23)cc1,-6
C=CCOC(=O)c1sc(NC(=O)c2ccc(C(C)(C)C)cc2)nc1C,-2
CCc1cccc(C)c1NC(=O)CSc1nnc(CNC(=O)c2ccc(C)cc2)n1CC,-2
Cc1ccc(S(=O)(=O)N(CC(=O)NCCc2ccc(Cl)cc2)c2ccccc2C)cc1,-3
Cc1c(NS(C)(=O)=O)cccc1C(=O)NC(C)C,9
C=CCOc1cccc(C(=O)N2CCC(N3CCC(C(=O)N4CCCC4)CC3)CC2)c1,5
CCOc1cc(CNC(=O)c2cc(-c3ccccc3)n[nH]2)cc(OCC)c1OCC,2

# Other structures:
SMILES,ROC1-CUL1 inh
Cc1ccc2c(CC(=O)Nc3cc(C(F)(F)F)ccc3Cl)coc2c1C,1
CCC(C)NC(=O)c1cc2nc(-c3ccc(F)cc3)cc(C(F)(F)F)n2n1 (configuration not stated),7
O=C(Nc1cc(Cl)c(O)c(Cl)c1)C1CCCC1,0
O=S(=O)(Nc1ccc(-c2ccc(N3CCCC3)nn2)cc1)c1ccc(Br)cc1,-6
Cc1cccc(C)c1OCc1nc2ccccc2c(=O)n1/N=C/c1ccc(OCC(=O)O)cc1,-7
COc1ccc(N2CCN(Cc3nc(-c4ccc(C)cc4)no3)CC2)cc1,-1
Oc1cccc(C(Nc2ccccn2)c2ccc3cccnc3c2O)c1Cl (configuration not stated),6
CC1C(=NC(=O)CN2CCN(C/C=C\c3ccccc3)CC2)C(=O)N(c2ccccc2)N1C (configuration not stated),-7
CCOC(=O)N1C=CC=C[C@@H]2[C@@H](N3C(=O)c4ccccc4C3=O)C(=O)N21,9
CCOc1ccc(CNC(=O)C2CCCN(S(=O)(=O)N(C)c3ccc(F)cc3)C2)cc1OC (configuration not stated),1
CCCCN(C)S(=O)(=O)c1cc(-c2nnc3c4ccccc4c(C)nn23)ccc1C,7
COc1ccccc1NC(=O)c1sc(-c2ccc(Cl)cc2)cc1N,-2
CC1=C(C(=O)OC(C)(C)C)C(c2cccs2)C(C#N)C(=N)O1 (configuration not stated),-6
COc1ccc(-c2nc3c4cnn(-c5ccccc5F)c4ncn3n2)cc1,6
Cc1ccccc1CNC(=O)Cn1ncn2nc(-c3cccs3)cc2c1=O,2
CCOC(=O)c1nn(-c2ccc(Cl)cc2)c(=O)c2c(N)c(C(=O)OC)c(C(=O)OC)cc12,11
CC(=O)OCCSc1c(-c2ccccc2)c2cc(Cl)ccc2[nH]c1=O,-1
COc1ccccc1CCN1CCC(CN(C)C(=O)C2=C(C)OCCO2)CC1,-5
O=C(NCCOCCn1c(=O)oc2ccccc21)Nc1ccc(F)cc1,7
O=C(CSc1nnc(-c2ccco2)n1-c1ccccc1)c1ccccc1,3
Fc1cccc(-n2ncc(-c3nnnn3-c3ccc(Cl)cc3)c2C(F)(F)F)c1,-7
Cc1ccc(F)cc1CNC(=O)c1cc(NC(=O)C2CCCO2)c2c(c1)nc(C1CCC1)n2C (configuration not stated),-4
Cc1nc(SCC(=O)Nc2sc3c(c2C#N)CCC(C)C3)c2c3c(sc2n1)CCCC3 (configuration not stated),5
Cn1c2c(c(=O)n(C)c1=O)C(=O)CC(=O)N2Cc1ccccc1,1
CC(C)OCCCNC(=O)CCCn1c(=O)[nH]c2ccsc2c1=O,-6
CCOC(=O)c1[nH]c2c(c1OC(C)=O)CCC2,5
CCOc1ccccc1NC(=O)NC(CC)c1c(-n2cccc2)sc2c1CCN(C)C2 (configuration not stated),-1
CS(=O)(=O)Nc1ccccc1C(=O)OCc1cc(=O)n2nc(C3CCCCC3)sc2n1,-11
O=C(Nc1nnc(SCc2ccc(F)cc2)s1)c1cccc([N+](=O)[O-])c1,0
Cc1nn(-c2ccc(N3CCOCC3)nn2)c(C)c1CCC(=O)NCc1ccccc1,3
CCCC(=O)N1CCN(c2ccc(Cl)cc2NC(=O)c2ccco2)CC1,11
Cc1cc(NC(=O)n2ncc3c(C)cccc32)ccc1Br,4
COCCCNCc1ccccc1C,11
CCN(CC)c1c(C(C)(C)C)c(=O)c1=O,5
CCc1ccc(N=C2NC(=O)CC(C(=O)Nc3ccc(OC)cc3)S2)cc1 (configuration not stated),-4
O=C(NCC1CC(=O)N(C2CCCC2)C1)Nc1nncs1 (configuration not stated),-2
COc1ccc(NC(=O)CCC2CCN(C3CCSC3)CC2)c(OC)c1 (configuration not stated),0
COc1ccc(C2(CNC(=O)C(=O)Nc3cccc(C(F)(F)F)c3)CCCC2)cc1OC,-7
Cc1c(N2C(=O)/C(=C\c3ccc4c(c3)OCO4)SC2=S)c(=O)n(-c2ccccc2)n1C,-3
S=C(C=C1Sc2ccccc2S1)c1ccccc1,8
Brc1ccc(C2CC(c3cccs3)=Nc3nncn32)cc1 (configuration not stated),3
Cc1ccc(CN2C(=O)C(O)(c3c(C)[nH]c4ccccc34)c3ccccc32)cc1 (configuration not stated),0
S=C1NCCc2ccc(Cl)cc2C1c1ccccc1 (configuration not stated),0
C/C(=N/NC(=O)c1sc2cccc(Cl)c2c1Cl)c1ccc(NC(=O)c2ccnn2C)cc1,-10
COc1ccc(-n2c(-c3ccccc3OC(=O)c3cccs3)nc3ccccc3c2=O)cc1,-8
COC(=O)c1cc(I)c2ccn(C(C)=O)c2c1,5
Cc1c(C)n(Cc2ccccc2)c2ccc(C(=O)Nc3ccc(C(=O)N4CCOCC4)cc3)cc12,6
CCN1CCN(C(=O)Cn2ncc3c4ccccc4n(Cc4c(C)cc(C)cc4C)c3c2=O)CC1,-5
O=C(C1CC1)N1CCCC(CCc2ccccc2F)C1 (configuration not stated),0
CC1=C(C#N)C(=O)N(c2ccc(C)c(C)c2)C(=O)C1,-7

# The list continues:
SMILES,ROC1-CUL1 inh
Cc1nc(C)c(CN2CCC(C3CCN(CC(C)(C)C)C3)CC2)nc1C (configuration not stated),-6
Cc1ccc(-c2nnc(Nc3ccc(S(N)(=O)=O)cc3)c3ccccc23)cc1S(=O)(=O)N1CCCCC1,7
COc1cc(OC)cc(C(=O)NCCNC(=O)C[n+]2c3ccccc3n3nc4c(cc32)c2cccc3cccc4c32)c1,6
CCn1c(N=Nc2ccc(OC)cc2)nc2ccccc21,-1
O=S(=O)(NCCS(=O)(=O)N1CCN(c2ccccc2)CC1)c1ccc(Cl)cc1,7
COc1ccc(F)cc1S(=O)(=O)Nc1cccc(-c2ccc(N3CCC(C)CC3)nn2)c1,-3
COc1ccc(-c2nc(C(N)=O)c3c(n2)n(-c2ccccc2OC)c(=O)n3C)c(OC)c1,11
CCC(Cn1nnc2ccccc2c1=O)NC(=O)Nc1cc(C)cc(C)c1 (configuration not stated),12
CC(C)N1C(=O)CC2(CC[N+](C)(CCOC(=O)C(c3ccccc3)c3ccccc3)CC2)C1=O (configuration not stated),20
COc1ccc(S(=O)(=O)Nc2ccccc2Br)cc1,-7

# ROC1-CUL1 inh: hit marks shown above.
SMILES,ROC1-CUL1 inh
O=C1C(=O)N(c2nccs2)C(c2ccc(Cl)cc2)C1C(=O)c1ccccc1 (configuration not stated),64*

# (listing goes on)
SMILES,ROC1-CUL1 inh
Nc1c(-c2nc(-c3cccs3)no2)nnn1-c1ccccc1Cl,0
Cc1nn(-c2ccccc2)c(C)c1/C=N/NC(=O)c1cc(-c2cccs2)nc2ccccc12,-10
CCOc1c(I)cc(I)cc1/C=C1/C(=O)N(c2ccc(Cl)c(Cl)c2)N=C1C,-2
COCCNC(=O)c1ccc(OC2CCN(Cc3ncc[nH]3)CC2)c(Cl)c1,5
COc1ccc(F)c(CNC2CCCc3nc(N4CCC(CO)CC4)ncc32)c1 (configuration not stated),-1
CCC(=O)Nc1ccc(-c2cccc(-c3ccn[nH]3)c2)c(C)c1,5
CC(=O)N1C(=O)C2(c3ccccc31)c1c(c3ccccc3oc1=O)OC(=N)C2C#N (configuration not stated),0
CC(CN1CCOCC1)OC(=O)c1cc(C(C)(C)C)cc(C(C)(C)C)c1 (configuration not stated),-5
COC(=O)c1scc(-c2ccc(C)cc2)c1S(=O)(=O)Nc1ccc(F)cc1F,8
CCCN1C(C(=O)c2ccccc2)=C(OC(=O)c2ccc(F)cc2)c2ccccc2S1(=O)=O,-13
CC(=O)OC(C(=O)Nc1ccc(F)cc1)C(OC(C)=O)C(OC(C)=O)C(OC(C)=O)C(=O)Nc1ccc(F)cc1 (configuration not stated),6
CCOC(=O)C1(CCOC)CCN(Cc2[nH]c3ccc(OC)cc3c2C)CC1,9
COc1ccc(N=C2C(=Nc3ccc(OC)cc3)N(c3ccc(OC)cc3)C(=Nc3ccccc3)N2c2ccc(OC)cc2)cc1,-10
